Screens: PubChem, National Center for Advancing Translational Sciences (NCATS)
Anesthetic bind: binds horse apoferritin like a general anesthetic | P02791 | apoferritin/1-aminoanthracene competitive binding, fluorescence | Potency, µM (series often up to 77.5 µM), for the others: at the top dose activity change, negative = displacement, hits mostly inhibitors | actives 0.074% (n = 350,000) | AID 485281; further: potency means the concentration at half of the fitted maximal effect; on the % scale 0 is the no-effect control and ±100 the full control effect; nearly all actives have a fitted effect of over 20% in size
Target sequence (P02791 2-175 limits assumed): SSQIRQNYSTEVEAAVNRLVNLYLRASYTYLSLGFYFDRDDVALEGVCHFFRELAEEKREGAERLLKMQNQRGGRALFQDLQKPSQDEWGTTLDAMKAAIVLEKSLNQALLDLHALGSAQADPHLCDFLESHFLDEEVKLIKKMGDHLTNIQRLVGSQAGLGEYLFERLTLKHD
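In PBS, apoferritin at 10 uM is loaded with 1-AMA from a 50% saturated solution. After 10 min of compound exposure at ambient temperature, reduced 535 nm fluorescence indicates probe displacement.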
BLM helicase inh: blocks DNA unwinding by human BLM helicase. P54132. recombinant BLM DNA unwinding, fluorescence dequenching. Potency, µM (titrated, usually from 56.1 µM), for the others: at the top dose activity change, negative = inhibition, actives largely listed as inhibitors. actives 0.2% (n = 350,000). AID 2528;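 further: potency means the concentration at half of the fitted maximal effect; plate controls were vehicle for no effect and no enzyme for full effect; nearly all actives have a fitted effect of over 35% in size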
POLH inh: DNA polymerase eta (human) inhibition. Q9Y253. recombinant Pol eta, fluorescent DNA replication assay. Potency, µM (titrated, usually from 114 µM), for inactives: at the top dose activity change, negative = inhibition, actives largely listed as inhibitors. actives 1.2% (n = 390,000). AID 588591; further: potency means the concentration at half of the fitted maximal effect; on the % scale 0 is the no-effect control and ±100 the full control effect
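Pol eta (10 nM) was preincubated with compounds for 15 min at room temperature, after which fluorescent replication substrate (50 nM final) was added to start the reaction. Fluorescence was read kinetically at 0 and 10 min.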
LDHA inh: inhibitors of human lactate dehydrogenase A. purified LDHA, NADH/diaphorase-resazurin fluorescence; active compounds read low. activity change, % (values are at about 110 or 230 µM). actives 0.15% (n = 480,000). AID 1347041; in the data active means activity change below about -30%; inconclusive means mostly about -25% to -30%;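 further: plate controls were DMSO wells for no effect and wells without enzyme for full effect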
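Enzyme activity of human lactate dehydrogenase 5 (2 nM; 0.06 mM NADH, 0.2 mM pyruvate, 5 min, RT) is measured via a resazurin/diaphorase fluorescence readout of residual NADH.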
POLB inh: inhibitors of human DNA polymerase beta. Pol beta primer extension/strand displacement, fluorescence kinetic. actives 1.3% (n = 340,000). Potency, µM (titrated, usually from 114 µM), without a hit: at the top dose activity change, negative = inhibition, actives largely listed as inhibitors. P06746; further: potency means the concentration at half of the fitted maximal effect; on the % scale 0 is the no-effect control and ±100 the full control effect
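Pol beta (10 nM) was preincubated with compound for 15 min at room temperature. The reaction was then started with 50 nM substrate and read immediately and after a further 10 min at room temperature.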
APEX1 inh: blocks human APE1 abasic DNA cleavage; recombinant APE1, TAMRA/BHQ-2 abasic DNA cleavage fluorescence; Potency, µM (doses to about 65.8 µM), without a hit: at the top dose activity change, negative = inhibition, hits mostly inhibitors; actives 0.35% (n = 350,000); AID 2517;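 further: potency means the concentration at half of the fitted maximal effect; plate controls were vehicle for no effect and reference inhibitor for full effect; nearly all actives have a fitted effect of over 55% in size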
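APE1 at 0.75 nM preincubated 15 min at room temperature with compound. Reaction then started with 50 nM double-stranded THF-abasic substrate labelled with TAMRA/BHQ-2, and 525/598 nm fluorescence read kinetically. Activity taken as third-minus-first read difference, normalized to DMSO and NSC13755 controls.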
Pol kappa inh: blocks human DNA polymerase kappa activity. purified Pol kappa, fluorescent DNA synthesis assay, 10 min. Potency, µM (highest dose often 107 µM), inactives show top-dose activity, negative = inhibition, most hits filed as inhibitors. actives 0.53% (n = 400,000). AID 588579; further: potency means the concentration at half of the fitted maximal effect; on the % scale 0 is the no-effect control and ±100 the full control effect
Target sequence (Q9UBT6 whole entry, looked up): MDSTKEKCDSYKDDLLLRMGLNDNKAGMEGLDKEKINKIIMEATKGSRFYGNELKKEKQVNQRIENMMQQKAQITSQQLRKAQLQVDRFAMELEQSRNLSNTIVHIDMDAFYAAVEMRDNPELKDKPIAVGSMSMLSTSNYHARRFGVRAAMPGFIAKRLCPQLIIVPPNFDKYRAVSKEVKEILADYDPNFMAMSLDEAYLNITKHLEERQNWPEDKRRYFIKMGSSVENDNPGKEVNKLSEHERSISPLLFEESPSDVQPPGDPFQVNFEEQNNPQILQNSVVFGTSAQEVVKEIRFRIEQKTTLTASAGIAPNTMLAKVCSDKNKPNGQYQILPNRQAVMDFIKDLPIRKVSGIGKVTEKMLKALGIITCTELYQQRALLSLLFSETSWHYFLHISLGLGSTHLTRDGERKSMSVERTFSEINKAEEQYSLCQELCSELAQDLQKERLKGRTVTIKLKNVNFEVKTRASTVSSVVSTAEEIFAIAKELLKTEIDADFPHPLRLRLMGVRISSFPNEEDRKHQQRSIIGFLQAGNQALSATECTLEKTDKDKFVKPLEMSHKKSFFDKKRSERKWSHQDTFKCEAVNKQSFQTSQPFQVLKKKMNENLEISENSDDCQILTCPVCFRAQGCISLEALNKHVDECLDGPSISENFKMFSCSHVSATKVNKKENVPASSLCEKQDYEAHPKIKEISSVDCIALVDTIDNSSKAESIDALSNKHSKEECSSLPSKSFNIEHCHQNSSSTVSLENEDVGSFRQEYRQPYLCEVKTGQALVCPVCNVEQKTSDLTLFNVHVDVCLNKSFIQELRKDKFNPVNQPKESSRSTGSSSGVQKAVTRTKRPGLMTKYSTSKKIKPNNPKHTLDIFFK
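Here, compound and 10 nM enzyme are combined for 15 min at room temperature; adding 50 nM substrate (final) starts DNA synthesis, tracked by fluorescence at 0 and 10 min against buffer-only wells.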
Pol iota inh: DNA polymerase iota (human) inhibition. Pol iota fluorescent replication assay, 10 min. Q9UNA4. Potency, µM (doses to about 115 µM), inactives show top-dose activity, negative = inhibition, hits mostly inhibitors. actives 1% (n = 390,000); further: potency means the concentration at half of the fitted maximal effect
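Pol iota at 10 nM preincubated 15 min with compounds at room temperature; reaction started with fluorescent substrate, 50 nM final. Fluorescence read kinetically at 0 and 10 min; buffer-only wells as negative control.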
GRP78 ERSR act: inducers of ER stress response in human glioma cells; actives 0.02% (n = 420,000); U87-MG GRP78 promoter luciferase reporter, 16 h; Potency, µM, without a hit: top-dose activation, actives largely listed as activators; further: potency means the concentration at half of the fitted maximal effect; series mostly up to about 76 µM; % of control where 0% means no effect; nearly all actives have a fitted effect of over 35% in size
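ERSR induction read as luciferase luminescence (Bright-Glo, 10 min at room temperature) in stably transfected human U87-MG glioma cells exposed to compounds for 16 h, using GRP78 as sensor.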
* marks the source's active call; other numbers are inactive results; ? = inconclusive; . = not tested or not shown; [ ] = dose if it differs, or a comment. Unless noted, the call rests on the fitted dose curve; in most records, active means well fitted curve in the direction sought with a large enough effect; inconclusive means small, poorly fitted or top-dose-only effect, or another doubt; inactive means no such curve, though single readings can be large; an effect the other way counts as inactive or inconclusive.

(1) N#Cc1ccccc1S(=O)(=O)N1CCN(C(=O)CN2C(=O)NC3(CCCC3)C2=O)CC1
(2) O=C(c1cccc([N+](=O)[O-])c1)N1CCN(c2ccc(N3CCOCC3)nn2)CC1
(3) Cc1cc(C(=O)Nc2sccc2C#N)c2ccccc2n1
(4) O=S(=O)(c1ccc(-c2cc(C(F)(F)F)on2)s1)N1CCN(c2ccc(F)cc2)CC1
(5) CN1C(=O)NC(NC(=O)c2cccs2)(C(F)(F)F)C1=O (stereo unspecified)

entry no.	1	2	3	4	5
Anesthetic bind	.	.	2%	-2%	-8%
BLM helicase inh	.	.	-20%	-2%	-5%
POLH inh	4%	0%	45µM*	-11%	11%
LDHA inh	-4	-4	10	-10	-13
POLB inh	.	.	2%	-8%	-5%
APEX1 inh	26%	13%	-5%	.	-4%
Pol kappa inh	-12%	3%	-38%	9%	0%
Pol iota inh	21%	112%[activator]	?	-7%	16%
GRP78 ERSR act	1%	-3%	-1%	-2%	-5%

(6) O=C1c2ccccc2C(=O)N1CCCOCc1c[nH]c(=O)[nH]c1=O
(7) Cc1ccc(Cn2c(C(=O)O)c(CNCCc3ccco3)c3ccc(C)cc32)cc1
(8) CC(=O)OC1CC[C@@]2(C)C(=CC[C@H]3[C@@H]4CC[C@H](C(C)=O)[C@@]4(C)CC[C@@H]32)C1 (stereo partly specified)
(9) Cn1c(=Nc2ccccc2)sc2ccccc21
(10) O=C1OCCC1Sc1nc2ccccc2n1Cc1ccccc1 (stereo unspecified)

entry no.	6	7	8	9	10
Anesthetic bind	-15%	-23%	-2%	?	-16%
BLM helicase inh	2%	0%	-4%	-16%	0%
POLH inh	-5%	-23%	.	-10%	-14%
LDHA inh	-2	-2	.	-6	-7
POLB inh	77%	12%	.	-19%	4%
APEX1 inh	-1%	.	-1%	1%	1%
Pol kappa inh	0%	2%	11%[60.1 µM]	-9%	-17%
Pol iota inh	-5%	-5%	.	-14%	22%
GRP78 ERSR act	-1%	0%	-6%	7%	-1%

(11) O=C(Nc1ccc2c(c1)OCCO2)C1CCN(S(=O)(=O)Cc2ccccc2)CC1
(12) Cn1c(CNC(=O)c2ccc(Cl)c(Cl)c2)nnc1SCC(=O)Nc1sc2c(c1C#N)CCCC2
(13) C=CCC1(Cl)C(=O)C(Cl)=C(N2CCOCC2)C1(OC)OC (stereo unspecified)
(14) O=C(NNC(=S)Nc1ccccc1)c1ccc(O)cc1
(15) FCCCOc1ccc(-c2nccc(-c3ccc(F)cc3)n2)cc1

entry no.	11	12	13	14	15
Anesthetic bind	-16%	-20%	5%	-5%	-19%
BLM helicase inh	-2%	-8%	-3%	-2%	-12%
POLH inh	4%	-25%	-5%	1%	-3%
LDHA inh	3	-3	-3	-2	-2
POLB inh	2%	11%	?	4%	-15%
APEX1 inh	2%	1%	-4%	1%	4%
Pol kappa inh	-5%	-15%	-11%	1%	-13%
Pol iota inh	9%	24%	210%[activator]	51%[activator]	2%
GRP78 ERSR act	-8%	0%	-1%	15%	0%

Sorted by number of heavy atoms (low to high): six of the compounds above.
(9) Cn1c(=Nc2ccccc2)sc2ccccc21
(14) O=C(NNC(=S)Nc1ccccc1)c1ccc(O)cc1
(13) C=CCC1(Cl)C(=O)C(Cl)=C(N2CCOCC2)C1(OC)OC (stereo unspecified)
(10) O=C1OCCC1Sc1nc2ccccc2n1Cc1ccccc1 (stereo unspecified)
(7) Cc1ccc(Cn2c(C(=O)O)c(CNCCc3ccco3)c3ccc(C)cc32)cc1
(12) Cn1c(CNC(=O)c2ccc(Cl)c(Cl)c2)nnc1SCC(=O)Nc1sc2c(c1C#N)CCCC2

entry no.	9	14	13	10	7	12
Anesthetic bind	?	-5%	5%	-16%	-23%	-20%
BLM helicase inh	-16%	-2%	-3%	0%	0%	-8%
POLH inh	-10%	1%	-5%	-14%	-23%	-25%
LDHA inh	-6	-2	-3	-7	-2	-3
POLB inh	-19%	4%	?	4%	12%	11%
APEX1 inh	1%	1%	-4%	1%	.	1%
Pol kappa inh	-9%	1%	-11%	-17%	2%	-15%
Pol iota inh	-14%	51%[activator]	210%[activator]	22%	-5%	24%
GRP78 ERSR act	7%	15%	-1%	-1%	0%	0%

(more compounds)
(16) N#Cc1ccc(CN2C=NS(=O)(=O)c3ccccc32)cc1
(17) CC(C)(C)c1ccc(S(=O)(=O)N2CCC(c3ccncc3)CC2)cc1
(18) O=C(C[n+]1cccc(Cl)c1)c1ccc(O)c(O)c1
(19) OCCN1CCN(c2nc(-c3ccccc3O)nc3ccccc23)CC1
(20) CCC1CCCCN1S(=O)(=O)c1ccc(NC(=O)CSc2ncccc2C(=O)O)cc1 (stereo unspecified)

entry no.	16	17	18	19	20
Anesthetic bind	-1%	4%	.	-12%	?
BLM helicase inh	-2%	1%	.	51%[activator]	2%
POLH inh	-18%	2%	.	-1%	10%
LDHA inh	-3	-4	11	-6	-7
POLB inh	24%	-19%	.	-36%	-1%
APEX1 inh	18%	.	.	-7%	5%
Pol kappa inh	0%	-7%[60.1 µM]	2.2µM*	-11%	-6%[60.1 µM]
Pol iota inh	24%	-13%	?	?	?
GRP78 ERSR act	-4%	-3%	0%	-4%	-3%

(21) CCCn1c(=O)c2c(C(=O)OCC)cc(-c3ccco3)nc2n(CCC)c1=O
(22) COc1ccc(OCCNC2CCCC2)cc1
(23) CC1Cc2ccccc2N1Cc1nc2cc(C(F)(F)F)ccc2c(=O)[nH]1 (stereo unspecified)
(24) COc1ccc(CCNC(=O)Cc2c(C)c3cc4c(C(C)(C)C)coc4c(C)c3oc2=O)cc1
(25) Cc1cc(C)cc(OCC(=O)Nc2nc3c(s2)CC(C(C)(C)C)CC3)c1 (stereo unspecified)

entry no.	21	22	23	24	25
Anesthetic bind	2%	5%	?	?	-20%
BLM helicase inh	-5%	0%	-4%	2%	1%
POLH inh	-8%	-21%	-6%	-15%	-4%
LDHA inh	-7	-11	-1	2	-3
POLB inh	14%	6%	5%	1%	?
APEX1 inh	1%	0%	-3%	.	.
Pol kappa inh	-8%	-1%	-17%	4%	-3%
Pol iota inh	7%	14%	17%	-2%	22%
GRP78 ERSR act	0%	-4%	7%	-1%	-1%

(26) O=C(NCc1ccco1)C(=O)N1CCCC1
(27) CC1=CC(=O)C=C(C)C1=NOc1ccc([N+](=O)[O-])cc1
(28) O=S(Cc1cc(Oc2ccccc2)nc(-c2ccccc2)n1)c1ccccc1 (stereo unspecified)
(29) Cn1c(NC(=O)/C=C/c2ccco2)cc(=O)n(C)c1=O
(30) CCOc1ccc(NS(=O)(=O)c2ccc(NS(=O)(=O)c3ccc(SC)cc3)cc2)cc1

entry no.	26	27	28	29	30
Anesthetic bind	-4%	-8%	-12%	7%	-7%
BLM helicase inh	-1%	-8%	-10%	-4%	-12%
POLH inh	20%	3%	-9%	?	-18%
LDHA inh	-3	15	-3	0	-14
POLB inh	8%	2%	?	-1%	-25%
APEX1 inh	5%	?	-8%	?	?
Pol kappa inh	8%	-12%	-9%	-27%	-16%
Pol iota inh	33%[activator]	-2%	3%	1%	-10%[58.9 µM]
GRP78 ERSR act	5%	-4%	-10%	7%	-2%

(31) CCOC(=O)C1CCN(C(=O)c2cn(C)c(=O)c3cc(OC)c(OC)cc23)CC1
(32) COc1ccccc1/C=N/NC(=O)C(=O)N1CCN(c2ccccc2OC)CC1
(33) COc1ccc(-c2nc(CN3CCC(C(=O)NC4CCCc5ccccc54)CC3)c(C)o2)cc1OC (stereo unspecified)
(34) Cc1cccc2cc(/C=N/NC(=O)CN3CCCCC3)c(Cl)nc12
(35) C=CC[C@]12CCc3ccccc3C1N(c1ccc(C(=O)OCC)cc1)C2=O (stereo partly specified)

entry no.	31	32	33	34	35
Anesthetic bind	-5%	-12%	.	-9%	.
BLM helicase inh	-18%	-1%	.	3%	.
POLH inh	-4%	-19%	-10%	.	?
LDHA inh	3	-3	1	.	-2
POLB inh	1%	-23%	.	-28%	.
APEX1 inh	-3%	-4%	.	-11%	-11%
Pol kappa inh	-1%	6%	11%	.	-13%
Pol iota inh	38%[activator]	18%	-1%	.	-5%
GRP78 ERSR act	-3%	-2%	-3%	.	1%

(36) O=C(NCCC1CCCCN1S(=O)(=O)c1ccc(Cl)cc1)C(=O)NCc1cccnc1 (stereo unspecified)
(37) O=C(CSc1ncccn1)N/N=C/c1cccc([N+](=O)[O-])c1
(38) Cc1oc(C(C)(C)C)cc1C(=O)NC1CCN(Cc2ccccc2)CC1
(39) Cc1cnc(C(=O)OCC(=O)c2ccc(-c3ccccc3)cc2)cn1
(40) O=C(NCCc1ccccc1)C1CC1

entry no.	36	37	38	39	40
Anesthetic bind	.	5%	-14%	1%	2%
BLM helicase inh	.	0%	-5%	-11%	-3%
POLH inh	-12%	-20%	-10%	9%	2%
LDHA inh	1	-8	-1	0	-4
POLB inh	.	?	-9%	18%	-20%
APEX1 inh	9%	0%	-1%	13%	11%
Pol kappa inh	9%	-6%	-2%	-6%	-6%[60.1 µM]
Pol iota inh	20%	135%[activator]	140%[activator]	11%	-18%
GRP78 ERSR act	-3%	0%	-4%	3%	4%

The list is partial; the hit share may differ from the screen's.
